# Compound activity: PubChem BioAssay, several laboratories
# TNAP inh hi DEA = TNAP (human) inhibition, high acceptor; purified TNAP, CDP-star luminescence, 1 M DEA; inhibition, % at 20 µM; 200,000 compounds, 0.03% hits;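 active means over 50% inhibition of tissue-nonspecific alkaline phosphatase at 20 µM in the single-dose screen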;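 further: plate controls were DMSO wells for no effect and EDTA-quenched wells as full inhibition for full effect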
# Target sequence (P05186 whole entry, looked up): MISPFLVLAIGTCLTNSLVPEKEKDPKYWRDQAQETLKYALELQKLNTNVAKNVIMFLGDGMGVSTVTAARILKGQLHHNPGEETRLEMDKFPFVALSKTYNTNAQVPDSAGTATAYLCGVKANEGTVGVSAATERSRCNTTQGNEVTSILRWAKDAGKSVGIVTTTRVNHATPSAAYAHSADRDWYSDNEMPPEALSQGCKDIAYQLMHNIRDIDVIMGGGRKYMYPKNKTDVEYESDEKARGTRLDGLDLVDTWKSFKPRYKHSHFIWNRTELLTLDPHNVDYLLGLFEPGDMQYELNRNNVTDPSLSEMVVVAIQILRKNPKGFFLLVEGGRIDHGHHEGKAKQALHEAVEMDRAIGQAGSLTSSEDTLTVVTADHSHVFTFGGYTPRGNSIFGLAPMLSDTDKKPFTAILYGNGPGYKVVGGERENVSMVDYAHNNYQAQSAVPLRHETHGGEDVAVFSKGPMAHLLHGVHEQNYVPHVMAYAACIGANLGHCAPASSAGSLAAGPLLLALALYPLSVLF
# PPARg SRC1 recr = PPARgamma-driven SRC-1 recruitment agonism. PPARgamma-SRC-1 coactivator recruitment biochemical assay. 200,000 compounds, 0.41% hits. AID 631. P37231. activation, % at 8 µM; in the data active means activation above about 19%;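 further: 0% = DMSO and 100% = reference agonist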
# Target sequence (P37231 whole entry, looked up): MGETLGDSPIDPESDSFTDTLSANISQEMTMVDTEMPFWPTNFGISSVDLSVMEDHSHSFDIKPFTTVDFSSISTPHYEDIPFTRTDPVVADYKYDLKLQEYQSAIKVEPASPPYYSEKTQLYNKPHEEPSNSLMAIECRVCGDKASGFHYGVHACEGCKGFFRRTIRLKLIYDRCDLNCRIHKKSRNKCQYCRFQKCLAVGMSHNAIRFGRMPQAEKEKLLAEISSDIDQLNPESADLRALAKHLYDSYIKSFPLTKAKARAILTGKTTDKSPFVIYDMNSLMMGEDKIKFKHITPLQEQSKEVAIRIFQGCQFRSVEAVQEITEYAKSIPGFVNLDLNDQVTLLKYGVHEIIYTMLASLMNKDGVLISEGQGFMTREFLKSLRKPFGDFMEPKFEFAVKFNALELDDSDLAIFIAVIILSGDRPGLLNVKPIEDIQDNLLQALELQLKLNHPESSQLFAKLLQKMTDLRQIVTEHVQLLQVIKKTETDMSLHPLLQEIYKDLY
# SRC2 TRFRET art = flags TR-FRET format artefacts in PPARgamma SRC-2 recruitment agonist screen; TR-FRET ratio at 8 µM; TR-FRET artefact counter-screen; active compounds read high; AID 1049; 200,000 compounds, 0.4% hits; in the data active means TR-FRET ratio above about 2000; further: inactives centre near 1500
# TNAP inh no acc = inhibitors of human TNAP without phosphate acceptor; P05186; purified TNAP, CDP-star luminescence, 30 min; inhibition, % at 20 µM; 200,000 compounds, 0.26% hits; AID 1012;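 active means tissue-nonspecific alkaline phosphatase inhibition above about 50% at 20 µM in the single-dose screen, limit read from the data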;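 further: 0% = DMSO negative control and 100% = EDTA positive control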
# bIAP inhibitor = intestinal alkaline phosphatase (bovine) inhibition; purified bovine IAP, CDP-star luminescence, 30 min; inhibition, % at 20 µM; 190,000 tested, under 10 active; AID 1019;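 active means over 50% inhibition of intestinal alkaline phosphatase at 20 µM in the single-dose screen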
#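 System: purified bovine intestinal alkaline phosphatase (IAP) enzyme; Input: IAP diluted 1/65,000,000 in the well; Measured by: CDP-star luminescence signal; Compound dosing: 20 µM single dose; Incubation: 30 min reaction at room temperature.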
# HMGR II inh = blocks class II HMG-CoA reductase of Enterococcus faecalis; inhibition, % at 10 µM; 190,000 compounds, 0.41% hits; purified E. faecalis HMGR, NADPH absorbance 340 nm kinetic;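 active means inhibition above a set limit, the median over all tested compounds plus 3 SD, cut at about 9.5% in these data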;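 further: enzyme runs in reverse so mevalonate oxidation gives rising NADPH absorbance; 0% = complete reaction with DMSO and 100% = background rate lacking mevalonate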
# PPARg SRC3 recr = agonists of human PPARgamma SRC-3 coactivator recruitment. P37231. biochemical PPARgamma/SRC-3 coactivator recruitment assay. activation, % at 8 µM. 200,000 compounds, 0.26% hits. AID 731; in the data active means activation above about 23%;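 further: 0% = DMSO and 100% = reference agonist; some compounds past the cut are filed as inactive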
# PPARg SRC2 recr = agonists of SRC-2 recruitment by human PPARgamma; P37231; PPARgamma LBD-SRC-2 recruitment, biochemical; activation, % at 8 µM; 200,000 compounds, 0.34% hits; in the data active means activation above about 22%;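 further: 0% = vehicle and 100% = reference agonist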
# TNAP act hi DEA = increases human TNAP activity under high phosphate acceptor concentration; 200,000 tested, under 10 active; purified TNAP, CDP-star luminescence, 1 M DEA, 30 min; active compounds read high; 0 = EDTA background, 1 = DMSO-only activity; AID 1136; activation factor at 20 µM; P05186;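 active means activation factor at least 2 at 20 µM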
#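 Dosing: 20 µM single point. System: human TNAP. Amount: TNAP 1/800 final. Incubation: 30 min, room temperature. Read-out: TNAP activation factor scaled between EDTA and DMSO control wells. Signal: luminescence from CDP-star hydrolysis. Medium: 1 M DEA, pH 9.8, Mg2+, Zn2+. Control set: EDTA negative control, DMSO positive control.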
# bIAP activator = increases bovine intestinal alkaline phosphatase activity. activation factor at 20 µM. AID 1016. purified bovine IAP, CDP-star luminescence, 30 min; active compounds read high; fold of DMSO-control signal, blank-subtracted. 200,000 compounds, 0.17% hits;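 active means activation factor of 2 or more at 20 µM, a signal rise over negative controls twice the positive control's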
# * marks the source's active call; other numbers are inactive results; . = not tested or not shown.
no.	SMILES	TNAP inh hi DEA	PPARg SRC1 recr	SRC2 TRFRET art	TNAP inh no acc	bIAP inhibitor	HMGR II inh	PPARg SRC3 recr	PPARg SRC2 recr	TNAP act hi DEA	bIAP activator
1	CC1CCC(C(C)C)C(OP(=O)(c2ccc(N(C)C)cc2)C(O)c2cccnc2)C1 (stereo not given)	-4.5	1.0	1532	-5.1	3.7	-6.8	-3.1	4.5	1	1
2	O=C(N/N=C1/CC(c2ccccc2)Oc2ccccc21)C1CC1 (stereo not given)	-7.3	-4.6	1574	-9.1	-1.2	4.5	-1.6	-0.4	1.1	1
3	Cc1ccc2nc(C)c(C(=O)N/N=C/c3ccc(C(=O)O)cc3)cc2c1	-7.1	5.2	1605	-8.7	-5.1	8.2	1.2	5.2	1.1	1.1
4	Cc1cc(=O)[nH]c(SCC(=O)Nc2ccnc3ccccc23)n1	-5.6	5.7	1682	-11.4	5.2	4.7	6.2	6.2	1.1	0.9
5	COc1ccc(CC(NC(C)=O)C(=O)NC2CCN(C(=O)c3ccc(OC)c(OC)c3)CC2)cc1OC (stereo not given)	-6.2	-7.5	1555	-10.0	-5.6	-6.2	2.6	-1.7	1.1	1.1
6	CN1CCN(c2ccc(NC(=O)Cc3ccccc3)cc2)CC1	-2.8	0.4	1405	-1.0	2.6	5.4	-1.7	12.4	1	1
7	COC(=O)c1cccc(NC(=O)CN2CCN(Cc3ccccc3)CC2)c1	1.5	-0.7	1357	-8.2	-0.3	2.3	-1.3	8.0	1	1
8	CCN=C1SC(CC(=O)NC(C)c2ccccc2)C(=O)N1CC (stereo not given)	-0.6	-4.1	1484	-3.7	-8.4	-1.6	2.0	-2.8	1	1.1
9	O=C(Oc1ccc2ccc(=O)oc2c1)C1CCCCC1	-3.7	0.1	1526	-8.9	11.3	-5.8	-1.6	1.1	1	0.9
10	Cn1c(SCC(=O)n2c3c(c4ccccc42)CCCC3)nnc1-c1ccccc1	-5.2	1.5	1468	-7.8	20.6	-2.4	-6.0	-2.8	1.1	0.8
11	O=C(O)[C@H](Cc1ccccc1)NC(=O)C(c1ccccc1)(c1ccccc1)c1ccccc1	-2.5	4.1	1551	-4.0	-0.2	1.8	-2.2	2.9	1	1
12	COC(=O)c1c(C)nc2ccccc2c1C(=O)O	-3.8	-15.2	1497	-10.0	-12.3	-1.2	-10.7	-5.7	1	1.1

# Next part; the last 2 above are carried over.
no.	SMILES	TNAP inh hi DEA	PPARg SRC1 recr	SRC2 TRFRET art	TNAP inh no acc	bIAP inhibitor	HMGR II inh	PPARg SRC3 recr	PPARg SRC2 recr	TNAP act hi DEA	bIAP activator
11	O=C(O)[C@H](Cc1ccccc1)NC(=O)C(c1ccccc1)(c1ccccc1)c1ccccc1	-2.5	4.1	1551	-4.0	-0.2	1.8	-2.2	2.9	1	1
12	COC(=O)c1c(C)nc2ccccc2c1C(=O)O	-3.8	-15.2	1497	-10.0	-12.3	-1.2	-10.7	-5.7	1	1.1
13	COC(=O)c1ccc(NC(=S)NNC(=O)CC(C)C)cc1	1.4	8.9	1483	-153.4	-10.5	-1.8	-5.7	2.7	1	1.1
14	Cc1ccc(N2C(=O)CC(Sc3ccccc3C(=O)O)C2=O)cc1 (stereo not given)	3.3	6.5	1617	8.2	-13.0	0.3	2.5	4.1	1	1.1
15	O=C(O)C(c1ccccc1)C1(O)CCCC1 (stereo not given)	-7.0	-4.6	1656	-17.1	11.9	-1.2	-6.3	11.5	1.1	0.9
16	CCn1c(SCC(=O)OCc2ccccc2)nc2c1c(=O)n(C)c(=O)n2C	-2.9	1.8	1506	-12.1	6.8	-1.6	-1.7	-2.0	1	0.9
17	CC(C)(C)NC(=O)c1oc2ccccc2c1COc1ccccc1	-2.3	-6.1	1479	-4.4	16.0	-4.1	4.3	8.2	1	0.8
18	CC(C)(C)C(=O)NC1CCN(S(=O)(=O)c2ccccc2F)CC1	0.9	11.1	1560	-5.8	5.0	-1.5	3.0	1.0	1	0.9
19	COc1ccc(OC(C)C(=O)N2CCc3ccccc3C2)cc1 (stereo not given)	-4.8	-0.6	1422	-13.3	14.3	-2.4	7.3	10.7	1	0.9
20	O=C(Nc1ccc(Cl)cc1)Nc1nc(-c2ccccc2)cs1	-0.8	1.0	1491	-11.7	.	2.6	2.4	-8.0	1	0.5
21	COCCNc1cc(N)c([N+](=O)[O-])cc1[N+](=O)[O-]	5.1	7.4	1632	0.3	2.3	-0.4	3.1	6.2	0.9	1
22	CCOc1ccc(S(=O)(=O)NCCSCc2ccco2)cc1	-3.5	2.2	1405	-3.6	47.7	-4.0	-7.9	-1.4	1	0.5
23	COc1ccc(CCN2C(=NC(=O)CC(C)C)SC3CS(=O)(=O)CC32)cc1 (stereo not given)	-5.0	0.9	1722	-0.5	-0.6	-9.1	15.3	14.9	1.1	1
24	O=C(CNS(=O)(=O)c1ccc2ccccc2c1)OCc1csc(-c2ccccc2)n1	-0.1	7.5	1589	5.8	2.3	4.2	7.0	12.7	1	1
25	COc1ccccc1NC(=O)C(C)Sc1nnnn1C (stereo not given)	-3.3	.	.	-7.5	-1.5	-5.6	.	.	1	1
26	CCn1c(SCC(=O)OC2CCCCC2)nnc1-c1ccncc1	-4.7	3.1	2048*	-10.6	-0.7	-5.2	13.2	29.4*	1	1
27	CCCCn1c(N)c(N(CC)C(=O)C(c2ccccc2)c2ccccc2)c(=O)[nH]c1=O	-2.9	-0.3	1607	-11.2	-2.9	-6.6	-1.9	0.8	1	1
28	COC(=O)c1nn(-c2ccc(Oc3ccccc3)cc2)c(=O)cc1O	0.3	4.3	1633	-10.4	4.4	-1.6	7.1	10.4	1	1
29	O=C(C1=C[C@H](c2coc3ccccc3c2=O)C[C@H](OCc2ccc(CO)cc2)O1)N1CCN(Cc2ccccc2)CC1	-2.8	-5.8	1337	-2.3	-11.9	-5.0	2.5	-8.8	1	1.1
30	Cc1ccc(CCNS(=O)(=O)c2ccc(C)cc2)cc1	-2.6	4.7	1881	-3.5	14.0	-0.8	8.2	4.2	1	0.9
31	COc1ccc(Cn2c(C3CC3)nc3ccc(NC(=O)c4ccco4)cc3c2=O)cc1	-8.0	4.8	1550	-9.6	-0.1	-1.4	10.4	-2.2	1.1	1
32	Cc1[nH]c(=O)[nH]c(=O)c1S(=O)(=O)N1CCCC(C(=O)N2CCN(c3cccc(C(F)(F)F)c3)CC2)C1 (stereo not given)	2.5	2.3	1447	-13.1	1.3	-0.9	3.3	4.2	1	1
33	CCCNc1ncnc2nc[nH]c12	-2.4	12.4	1717	-63.5	-24.2	-6.8	2.8	13.7	1	1.2
34	CC(c1nnc(SCC(=O)NC(=O)NCc2ccco2)n1-c1ccc(Cl)cc1)N(C)C (stereo not given)	-3.6	0.3	1449	-6.1	-4.0	-6.4	-7.2	-8.4	1	1
35	COc1cc2sc(C)nc2cc1C	-3.9	1.0	1505	-7.7	2.1	-3.7	-2.2	-8.8	1	1
36	c1ccc(Cn2c(-c3ccccc3)nc3nc4ccccc4nc32)cc1	-4.6	-2.4	1633	-12.3	8.3	-3.2	0.7	2.4	1	0.9
37	CCCN(CCC)C(=O)CSc1nc2ccccc2c(=O)n1CC1COc2ccccc2O1 (stereo not given)	-1.4	10.9	1703	-0.9	-1.4	-1.8	15.9	9.0	1	1
38	CC(C)c1ccc(NC(=O)c2n[nH]c(=O)c3ccccc23)cc1	-6.5	7.8	1704	-19.8	0.1	-8.2	1.4	9.9	1.1	1
39	C#CCSc1nnc(-c2cccc3ccccc23)o1	.	-5.2	1493	.	.	.	6.0	1.5	.	.
40	C=C(C)Cn1c(CCCNC(=O)CC)nc2ccccc21	-1.9	2.8	1642	-9.5	12.6	0.4	8.7	3.3	1	0.9
41	O=C1C(=O)N(Cc2cccnc2)C(c2ccccn2)/C1=C(/O)c1ccc(Br)cc1 (stereo not given)	-3.3	0.1	1678	-9.6	10.2	-5.2	2.9	-0.4	1	0.9
42	O=C(CCCNS(=O)(=O)c1cccc2nsnc12)NCc1ccc(F)cc1	-2.5	0.8	1433	-6.6	0.4	-4.1	1.5	-5.0	1	1
43	CCOC(=O)c1c(-c2ccc(OC)cc2)csc1NC(=O)CSc1nnc(C)c(=O)[nH]1	-2.3	-6.9	1330	-13.6	1.4	2.0	-4.7	0.3	1	1
44	O=C(c1cc(S(=O)(=O)N2CCOCC2)c(Cl)cc1Cl)N1CCCCC1	-0.4	7.8	1527	-2.3	17.3	-8.4	-1.5	1.6	1	0.8
45	COc1ccc(CCC(=O)NCc2cn3ccc(C)cc3n2)cc1	-7.5	-2.4	1473	-15.1	-7.3	-1.3	4.4	7.3	1.1	1.1
46	Cc1cccc(-n2nnc(C(=O)NCc3ccccc3)c2N)c1	-1.2	1.4	1627	-5.8	23.9	-7.1	3.0	9.6	1	0.8
47	Cc1cccc(C)c1NC(=O)c1sc(N)nc1-c1ccccc1	-3.2	6.9	1573	-4.4	-7.0	-0.4	0.5	7.6	1	1.1
48	CCOc1ccc(NC(=O)C2CCC(CNc3c(N4CCOCC4)c(=O)c3=O)CC2)cc1 (stereo not given)	-0.3	-3.0	1612	4.6	-3.5	-5.6	-2.2	-2.9	1	1
49	COC(=O)CSc1nc(NC(C)C)nc(N2CCOCC2)n1	-2.6	-0.8	1520	-0.1	9.3	0.1	8.2	8.3	1	0.9
50	COCCNC(=O)CCSc1nc(-c2ccc(OC)cc2)cc(C(F)(F)F)n1	-3.7	4.5	1454	-6.2	-8.5	-1.2	4.5	0.0	1	1.1
51	COc1ccc(OC)c2sc(Cl)nc12	-2.4	2.9	1488	2.8	-5.9	-2.9	1.6	-5.8	1	1.1
52	CC1=CCC2C(=O)N(Cc3ccccc3)C(=O)C2C1 (stereo not given)	-3.2	-0.6	1564	-4.8	0.0	-2.0	-1.2	9.1	1	1
53	CN(C)CCCNc1c(C(=O)O)cnc2c1cnn2C	-5.7	-0.5	1411	-11.6	-5.3	4.3	-8.8	6.0	1.1	1.1
54	CCSc1cc(N2CCCC2)nc(-c2cccc(C)c2)n1	-5.0	5.4	1603	-3.8	5.9	-1.5	5.3	1.4	1.1	0.9
55	Cc1cc([N+](=O)[O-])nn1CC(=O)NNC(=S)Nc1ccc(F)cc1	-4.4	4.5	1592	-211.0	-23.7	3.5	6.9	-5.7	1	1.2
56	CC(C)(C)c1ccc(C(=O)N2CCC(C(=O)NCC3CCCO3)CC2)cc1 (stereo not given)	-3.1	-4.9	1468	-2.7	5.3	-5.8	-1.0	0.1	1	0.9
57	Cc1cccc(-n2ccnc2SCC(=O)Nc2ccc3c(c2)OCCO3)c1	-4.4	5.2	1651	-3.8	17.6	-3.6	-0.3	5.6	1	0.8
58	Cc1cc2ncn(C(=O)c3c(-c4ccccc4Cl)noc3C)c2cc1C	0.2	5.7	1567	-7.8	8.0	-4.5	10.6	9.1	1	0.9
59	O=C1CCCN1CCC1CCN(C2CC(=O)N(Cc3ccc(N4CCCC4=O)cc3)C2=O)CC1 (stereo not given)	-1.3	3.2	1621	-7.4	-0.3	-1.2	9.6	9.1	1	1
60	Cc1ccc(Nc2ncnc3ccccc23)cc1	-2.3	5.7	1545	-6.2	-1.4	-1.6	0.9	8.0	1	1
